# TNAP activators: human TNAP enzyme activators, primary screen, biochemical, luminescent, no phosphate acceptor, uHTS (AID 1001); purified TNAP, luminescent activation assay, no phosphate acceptor; higher activation fold means a stronger effect; activation fold at 20 µM; hits with a dose series show EC50 in µM; hit rate 0.03% among 200,000; in the data active = activation fold from about 3, or a potency from the dose series; inactive = the rest, 99 in 100 with activation fold below about 1.6; note: many of its hits are not listed in these tables
# P. falciparum M1AAP: malaria alanyl aminopeptidase activity blockers – biochemical, fluorogenic H-Leu-NHMec substrate, 1536-well (AID 1445); hit rate 0.42% among 220,000; recombinant M1AAP, H-Leu-NHMec fluorogenic kinetic assay; higher % means a stronger effect; inhibition, % at 30 µM, or IC50 in µM where a hit was titrated;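 active = primary inhibition above the hit cutoff, then over 50% inhibition at one or more dose response concentrations, cut at about 23% in these data, passing the limit was not always enough; inconclusive = conflicting primary data, or primary hits not chosen for dose response; inactive = low primary inhibition, or under 50% at every dose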;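 note: plate controls were DMSO full reaction for no effect and no enzyme background for full effect; strong numbers were not always called active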
# K1F lysis inhibition: inhibition of K1F phage lysis, E. coli UTI89, bacterial capsule biogenesis inhibitors, alamar blue (AID 488966). E. coli UTI89 K1F phage lysis, alamar blue, 2 h; higher % means a stronger effect. one-dose inhibition, % at 100 µM; IC50 in µM for titrated hits. hit rate 0.02% among 340,000;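 active = phage lysis inhibition, versus mean bacterial control, above a set limit; inconclusive = no clear call, values can overlap the other calls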;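 note: capsule biogenesis inhibitors block K1F phage lysis so surviving cells raise fluorescence; higher fluorescence means more inhibition of phage lysis; actives were called in the ten point dose series up to 300 µM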
# human PMI inhibitors: human PMI inhibitors, high substrate, primary screen, biochemical, fluorescence intensity, high mannose 6-phosphate (AID 1220); hit rate 0.66% among 190,000; recombinant PMI enzyme, coupled fluorescence intensity; higher % means a stronger effect; inhibition, % at 20 µM, or IC50 in µM where a hit was titrated
# West Nile virus CPE: inhibition of WNV-induced cytopathic effect – cell-based, CPE readout (AID 1621); hit rate 0.02% among 290,000; CPE inhibition, % at 10 µM, or IC50 in µM where a hit was titrated; West Nile virus-infected cells, CPE inhibition; higher % means a stronger effect; in the data active = a potency from the dose series; inconclusive = CPE inhibition mostly from about 3.7% at the one dose, without a potency; inactive = the rest, 99 in 100 with CPE inhibition below about 2.2%; note: strong numbers were not always called active
# P. falciparum M17LAP: P. falciparum M17LAP inhibitors, primary screen, biochemical, fluorogenic H-Leu-NHMec substrate, 1536-well (AID 1619). recombinant M17LAP, H-Leu-NHMec fluorogenic kinetic assay; higher % means a stronger effect. inhibition, % at 30 µM; hits with a dose series show IC50 in µM. hit rate 0.38% among 220,000;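 active = compound inhibiting the enzyme by more than half at any dose during confirmatory dose-response retesting; inconclusive = strong single-dose inhibitors picked by rank but not retested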;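 note: plate controls were full reaction with DMSO carrier for no effect and no enzyme background for full effect; strong numbers were not always called active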
# RSV antiviral HEp-2: RSV antiviral activity via CPE protection, HEp-2 cells, primary 10 µM value included (AID 2391); hit rate 0.13% among 310,000; one-dose CPE inhibition, % at 10 µM; IC50 in µM for titrated hits; HEp-2 cells, RSV-induced CPE inhibition; higher % means a stronger effect; in the data active = a potency from the dose series; inconclusive = CPE inhibition mostly from about 23% at the one dose, without a potency; inactive = the rest, 99 in 100 with CPE inhibition below about 21%; note: strong numbers were not always called active
# PMI inhibitors: inhibitors of human PMI, primary screen, biochemical, fluorescence intensity, coupled assay (AID 1209). purified PMI enzyme, coupled fluorescence intensity; higher % means a stronger effect. inhibition, % at 20 µM; hits with a dose series show IC50 in µM. hit rate 0.42% among 190,000;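 note: plate controls were DMSO vehicle for no effect and wells lacking substrate for full effect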
# T cell modulator: modulates CD8 T cell binding to vesicles; 2C CD8+ T cell-vesicle binding, flow cytometry; stronger effect = lower value; calls only at 7 µM; hit rate 0.068% among 330,000; AID 2052;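 active = response, share of CD8 T cells binding vesicles, and their 90th percentile fluorescence all below set limits, cut at about 80% in these data, passing the limit was not always enough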
#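 Test system: purified 2C TCR transgenic mouse naive CD8+ T cells. Probe or stimulus: QL9-peptide-loaded Drosophila micro-vesicles bearing Ld, ICAM-1 and B7-1. Incubation: binding step 1.5 h, 37 °C, antibody labelling 20 min, ice. Measured by: flow cytometry of vesicle-bound cells.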
# T cell modulator vesicle-bound %: second read-out of T cell modulator, no call of its own (marks repeat the call); double positive events, %; measured here: CD8+ vesicle-bound cell fraction;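 binding gate set so that unloaded-vesicle control wells show 10% double positive cells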
# Numbers without * were called inactive; i = inactive; u = inconclusive; x = not tested or not shown; [ ] = dose if it differs, or a comment. Cut-off read from the data, not from the text of the source, unless noted: active = inhibition above about 50%; inactive = the rest. Rows were taken by chance. Share with any hit: about 1.5%.
SMILES,TNAP activators,P. falciparum M1AAP,K1F lysis inhibition,human PMI inhibitors,West Nile virus CPE,P. falciparum M17LAP,RSV antiviral HEp-2,PMI inhibitors,T cell modulator,T cell modulator vesicle-bound %
CCCOc1cccc(-c2cc(C(=O)NN)c3ccccc3n2)c1,1,7.1%,5.7%,0.7%,-1.9%,5.6%,0.4%,-1.5%,i,49.1
CCOCCCNC(=O)CN1C(=O)/C(=C/c2ccccc2)Sc2ccccc21,1.2,-2.7%,2.6%,13.4%,-0.9%,-0.4%,1.5%,19.5%,i,30.5
CN(c1ccccc1)S(=O)(=O)c1cccc(C(=O)OCC(=O)NCc2ccc3c(c2)OCO3)c1,1.1,1.6%,-2.6%,2.4%,0.0%,-4.1%,1.7%,6.3%,i,26.5
CC1CCC(C(=O)NC(C(=O)N2CCc3ccccc3C2)C(C)C)CC1 (stereo not drawn),1.2,3.1%,0.3%,-4.6%,-0.8%,-4.1%,0.5%,2.9%,i,27.2
COC(=O)[C@@]1(Cc2ccc(OC)cc2)[C@H]2c3cc(C(=O)N(C)C)[nH]c3C[C@H]2CN1C(=O)c1ccccc1,1.1,1.9%,0.3%,12.4%,-0.5%,8.8%,-1.6%,10.1%,i,15.0
CCOc1ccc(N(CC(=O)NC2CCCCCC2)S(=O)(=O)c2ccccc2)cc1,x,x,0.4%[50 µM],x,-0.4%,x,0.1%,x,i,24.9
COc1cccc(NC(=O)Nc2cc(C(=O)O)ccc2C)c1,1,-1.5%,-0.1%,-36.8%,-0.1%,41.4%,0.8%,-38.4%,i,44.1
CCC(C)(C)NC(=O)C(C)OC(=O)c1nsc(Cl)c1Cl (stereo not drawn),1.1,2.0%,6.5%,5.0%,0.0%,9.9%,1.2%,2.1%,i,42.8
Cc1nc(CS(=O)(=O)c2ccccn2)sc1C(=O)NNC(=O)c1ccccc1,x,4.3%,-0.1%,x,0.1%,9.0%,x,x,i,32.9
CN(C)c1ccc(C(CNC(=O)c2ccccc2)c2c[nH]c3ccccc23)cc1 (stereo not drawn),1.1,-8.2%,-0.1%,23.1%,-1.6%,10.3%,5.9%,14.9%,i,58.7
CC1(C)CC(=O)C(Sc2ccc(Br)cc2)=C(O)C1,1.1,-2.4%,0.5%,2.8%,0.7%,12.7%,0.3%,4.7%,i,40.2
CCc1ccc(NC(=O)CSc2nnc(CNC(=O)c3cccs3)o2)cc1,x,x,-0.1%,x,0.0%,x,0.1%,x,i,23.8
O=[N+]([O-])c1cccc(-c2noc(-c3cccs3)n2)c1,x,-2.6%,-1.6%,x,-0.3%,-23.4%,2.9%,x,i,15.1
CC1SC(=NC(=O)c2ccncc2)NC1=O (stereo not drawn),1.2,-0.7%,0.6%,-4.1%,-0.3%,9.3%,1.1%,-3.0%,i,31.9
CS(=O)(=O)N(Cc1ccccc1)c1ccc(C(=O)NC2CCCCC2O)cc1 (stereo not drawn),1,2.7%,1.3%,7.1%,1.1%,11.0%,0.1%,6.5%,i,37.9
Cc1cccc(NC(=S)NC2CC3CCC(C2)N3Cc2ccco2)c1 (stereo not drawn),1.1,-1.6%,0.2%,4.8%,-0.6%,-0.1%,-0.8%,1.1%,i,49.5
COc1ccc(-n2c(SCC(=O)NCC3CCCO3)nc3c([nH]c4ccccc43)c2=O)cc1OC (stereo not drawn),x,x,2.1%[50 µM],x,0.2%,x,0.2%,x,i,56.3
COc1ccccc1N1CCN(Cc2nc(N)nc(Nc3ccc(C)c(Cl)c3)n2)CC1,1.1,0.7%,0.9%,6.1%,-0.4%,-12.7%,51.2%,10.7%,i,23.2
O=C(NCc1ccccc1)c1nccnc1CO,x,x,0.1%,x,-0.1%,x,1.4%,x,i,60.1
Cc1nnc(NC(=O)c2ccc3c(c2)OCO3)s1,1,-5.7%,-0.1%,16.0%,0.3%,-2.5%,0.1%,18.5%,i,51.2
CC1(C)Cc2ccccc2C2=C(C(=O)N3CCCCCC3)C(=O)C(=O)N21,0.9,10.7%,0.7%,60.5%*,-0.2%,14.6%,3.9%,14.3%,i,26.5
COc1ccc(/C=C2/SC(=S)N(c3ccc(S(=O)(=O)Nc4nccs4)cc3)C2=O)cc1,x,7.3%,-0.8%,x,-0.3%,3.1%,u,x,i,21.7
O=C(CCn1c(=O)c2sccc2n(CC(=O)OCc2ccccc2)c1=O)NCc1ccco1,1.1,7.8%,-3.1%,-5.3%,-0.3%,18.0%,-1.1%,-2.5%,i,44.9
c1nc(N2CCC3(CC2)OCCO3)c2c3c(sc2n1)CCCC3,1,-2.0%,0.2%,5.8%,0.4%,-7.9%,2.4%,1.6%,i,42.1
Clc1ccc(/C=C/c2nc(Cl)c(-c3ccc(Cl)cc3)c(Cl)n2)cc1,x,2.9%,0.1%,x,0.2%,1.3%,10.5%,x,i,43.8
COc1ccc(NC(=S)N2CCN(S(=O)(=O)c3ccccc3)CC2)cc1OC,x,x,0.1%[50 µM],x,0.0%,x,1.7%,x,i,59.6
O=C(CC(C(=O)N1CCc2ccccc21)n1ccnc1)NCc1ccccc1 (stereo not drawn),0.9,10.1%,0.9%,-6.5%,-0.2%,18.1%,-0.3%,-9.1%,i,41.5
CCOc1ccccc1C1NC(=O)NC(C)=C1C(=O)OCc1ccccc1 (stereo not drawn),x,x,-0.1%,x,-1.0%,x,9.3%,x,i,56.6
COC(=O)c1ccc(NC(=O)CN2CCN(S(=O)(=O)c3ccc(Br)cc3)CC2)cc1,x,x,0.0%,x,-0.3%,x,12.3%,x,i,10.2
Cc1ccc(NCc2nnc(SCC(N)=O)n2CC2CCCO2)c(C)c1 (stereo not drawn),1.1,8.5%,0.4%,-9.3%,0.6%,-6.9%,1.1%,-11.8%,i,29.9
COc1ccccc1-c1nnc(SCC(=O)O)n1C,1,-6.1%,0.0%,4.3%,0.5%,-1.9%,0.7%,-8.8%,i,32.1
COc1ccccc1-c1nnc(NC(=O)C(C)Sc2nncn2C)s1 (stereo not drawn),1,3.4%,1.1%,-2.2%,0.0%,22.0%,2.8%,-2.1%,i,57.3
CC(Oc1ccccc1)C(=O)Nc1oc(-c2ccco2)c(-c2ccco2)c1C#N (stereo not drawn),1.2,20.5%,-0.2%,23.5%,1.1%,14.2%,4.5%,17.8%,i,48.7
CCCCNC(=O)CO/N=C(\C)c1cc2ccccc2o1,0.9,5.9%,0.5%,-14.1%,0.5%,5.0%,3.0%,-14.5%,i,31.6
N/C(CCS(=O)(=O)c1ccc(Cl)cc1)=N\OC(=O)c1ccccc1C(F)(F)F,x,-1.4%,-0.2%,x,3.1%,7.0%,0.5%,x,i,6.8
CCCC(=O)NC(c1ccc2c(c1)OCO2)c1cc(Cl)c2cccnc2c1O (stereo not drawn),0.9,7.0%,-0.8%,15.1%,u,2.9%,6.4%,-8.8%,i,28.3
Cc1ccc(CNC(=S)Nc2ccc(NS(=O)(=O)c3ccc(C)cc3)cc2)cc1,x,x,0.4%,x,-0.6%,x,6.8%,x,i,56.9
CCC(Sc1nc(=O)cc(N)n1-c1cccc(C)c1)C(=O)Nc1cc(C)on1 (stereo not drawn),1.1,0.4%,0.6%,13.0%,0.0%,0.1%,1.7%,9.3%,i,58.6
CCOC(=O)c1c(S(=O)(=O)Nc2cccc(Cl)c2)c(C)n(C)c1C,x,x,0.2%,x,-0.2%,x,2.5%,x,i,4.3
O=C(NCC1CCCO1)c1ccc(Oc2ccc([N+](=O)[O-])cc2Cl)cc1 (stereo not drawn),1.1,8.1%,0.2%,-6.0%,-0.6%,2.0%,7.4%,-2.9%,i,52.8
COc1ccccc1C(=O)NCC(=O)N/N=C/c1ccc2c(c1)OCO2,x,x,0.5%,x,-0.3%,x,-0.6%,x,i,59.9
O=C(OCC(=O)N1CCCC1)c1ccc(OC(F)(F)F)cc1,1.1,4.6%,0.2%,7.4%,1.2%,-3.9%,-0.1%,8.7%,i,19.8
CCOc1cc(/C=C(\C#N)C(=O)Nc2cccc(C(=O)O)c2)ccc1OCc1ccccc1Cl,x,x,0.0%,x,1.3%,x,44.7%,x,i,25.6
COc1cccc(-c2c(C#N)c(N)nc3c2c(C)nn3-c2ccccc2)c1O,x,x,-1.6%[50 µM],x,-0.2%,x,15.9%,x,i,15.1
Cc1ccc2nc(-c3ccc(NC(=O)CSc4nc(N)cc(=O)[nH]4)cc3)sc2c1,x,7.6%,0.2%,x,0.0%,-1.8%,-0.8%,x,i,50.0
COc1ccccc1/C=C1\SC(=O)N(CCC(=O)N(C)C2CCS(=O)(=O)C2)C1=O (stereo not drawn),x,x,0.1%,x,-0.6%,x,-0.2%,x,i,2.6
CCOc1ccccc1N1CCN(C(=S)Nc2ccc(S(N)(=O)=O)cc2)CC1,1,0.2%,5.0%,2.2%,0.1%,5.1%,20.9%,6.0%,i,28.8
CCc1ccc(CC(=S)N2CCOCC2)cc1,0.7,-1.6%,-0.1%,-2.1%,-0.6%,7.9%,0.4%,-3.3%,i,43.3
CN1CCN(C(=O)N2CCNC2=O)CC1,1.1,1.2%,-0.4%,-3.0%,0.3%,-6.2%,2.4%,-1.3%,i,27.1
CC1=C(C(=O)Nc2ccccc2C)C2(CCCCC2)C(C(N)=O)C(=S)N1 (stereo not drawn),1.2,1.1%,-0.1%,-98.9%,-0.8%,24.9%,1.8%,-53.8%,i,61.1
COc1ccccc1CNC(=O)[C@@H](NC(=O)C1CCN(C(=O)[C@@H]2CCCN2C(=O)OC(C)(C)C)CC1)C(C)C,x,x,4.2%,x,-0.7%,x,-0.3%,x,i,54.9
C/C(NCC(C)(C)CN(C)C)=C(/C#N)C(=O)NCc1ccccc1,1.1,-0.8%,0.4%,-1.3%,-0.1%,-1.6%,0.0%,2.6%,i,1.9
CCc1ccc(S(=O)(=O)Nc2cccc(-c3ccc4nncn4n3)c2)s1,1.1,2.0%,-0.1%,2.8%,x,13.0%,3.8%,4.4%,i,56.8
CCNC(=O)NC(=O)CSc1nnc(-c2c[nH]c3ccccc23)o1,x,x,0.3%,x,-0.6%,x,3.4%,x,i,26.8

# Two successive entries already listed, for reference:
SMILES,TNAP activators,P. falciparum M1AAP,K1F lysis inhibition,human PMI inhibitors,West Nile virus CPE,P. falciparum M17LAP,RSV antiviral HEp-2,PMI inhibitors,T cell modulator,T cell modulator vesicle-bound %
CCc1ccc(S(=O)(=O)Nc2cccc(-c3ccc4nncn4n3)c2)s1,1.1,2.0%,-0.1%,2.8%,x,13.0%,3.8%,4.4%,i,56.8
CCNC(=O)NC(=O)CSc1nnc(-c2c[nH]c3ccccc23)o1,x,x,0.3%,x,-0.6%,x,3.4%,x,i,26.8
